CDK5 inh – inhibitors of human CDK5/p35 kinase, primary screen, biochemical, single concentration; Cyclin-dependent kinase 5 (Homo sapiens) + Cyclin-dependent kinase 5 activator 1 (Homo …; Recombinant CDK5/p35, ADP-Glo luminescence, 60 min; inhibition, % at 10 µM; 330,000 compounds, 0.01% hits; AID 488839, 2010;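 active = highest replicate inhibition of at least 50% and at least 75% of replicates reaching 50%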;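 note: plate controls were DMSO neutral control for no effect and GW8510 at 10 µM for full effect; many of its hits are not listed in these tables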
Target sequence (Q00535 whole entry, looked up): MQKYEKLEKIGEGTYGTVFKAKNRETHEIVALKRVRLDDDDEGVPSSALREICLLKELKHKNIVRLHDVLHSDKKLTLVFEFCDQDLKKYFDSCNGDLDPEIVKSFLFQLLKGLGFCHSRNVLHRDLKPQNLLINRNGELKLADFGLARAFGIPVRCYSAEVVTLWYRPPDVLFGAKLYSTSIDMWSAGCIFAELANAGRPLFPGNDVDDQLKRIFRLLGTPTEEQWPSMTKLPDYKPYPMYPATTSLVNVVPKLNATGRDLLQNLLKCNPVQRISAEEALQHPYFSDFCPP
Target sequence (Q15078 whole entry, looked up): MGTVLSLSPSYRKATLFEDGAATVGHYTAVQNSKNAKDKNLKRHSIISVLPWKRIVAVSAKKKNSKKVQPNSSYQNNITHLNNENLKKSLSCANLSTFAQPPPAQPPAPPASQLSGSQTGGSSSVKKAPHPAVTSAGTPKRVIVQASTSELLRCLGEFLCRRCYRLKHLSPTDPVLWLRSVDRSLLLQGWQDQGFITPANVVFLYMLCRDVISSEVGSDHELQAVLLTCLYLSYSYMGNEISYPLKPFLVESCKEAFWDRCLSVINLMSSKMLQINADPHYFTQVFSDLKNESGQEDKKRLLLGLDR
PKA-R2B activ – activators of PKA-R2B holoenzyme, primary screen, biochemical, fluorescence polarization, Cy5-IP20, human | cAMP-dependent protein kinase catalytic subunit beta (Homo sapiens) + cAMP-dependent … | 340,000 compounds, 0.079% hits | activation, % at 11.4 µM | AID 504700, 2011 | PKA-R2B holoenzyme dissociation; R2B truncated from residue 108, S112A mutant; 0% DMSO only, 100% 113 µM cGMP;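 active = activation above a cutoff set at the mean over all compounds plus 3 SD, cut at about 18% in these data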;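 note: higher means more holoenzyme dissociation and a rise in polarization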
Mot1-301 SUMO – yeast Mot1-301 growth rescue at high temperature, primary screen, SUMOylation pathway inhibitor project, S. cerevisiae, ATP luminescence, 38.5C | 320,000 compounds, 1% hits | S. cerevisiae Mot1-301 growth rescue; percent above DMSO median, 100 means doubled | growth rescue, % at 18.8 µM;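 active = every valid replicate shows activation above 250% relative to neutral control wells; inactive = the rest, any valid replicate at or below 250%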;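 note: OY570 slx delta 5 strain wells were the positive control but not used for scaling; some compounds called inactive have numbers as strong as hits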
PKA-R1A activ – activators of PKA-R1A holoenzyme, primary screen, biochemical, fluorescence polarization, Cy5-IP20, bovine R1A, mouse PKAc; cAMP-dependent protein kinase type I-alpha regulatory subunit (Bos taurus) + …; PKA-R1A dissociation; scaled: DMSO 0%, 113 µM cGMP 100%; activation, % at 11.4 µM; 340,000 compounds, 0.083% hits; AID 504707, 2011;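 active = percent activation above the mean of all tested compounds plus 3 SD, cut at about 19% in these data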;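 note: higher means more PKAc released from R1A so a rise in polarization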
HTR5A inv ag – HTR5A inverse agonists in luminescence cell assay, primary screen, counter-screen for OPRM1-OPRD1 heterodimer inverse agonist project, full-deck HTS; inhibition, % at 9.3 µM; 5-hydroxytryptamine receptor 5A (Homo sapiens), P47898; 340,000 compounds, 0.083% hits; HTR5A cell line, inverse agonism; in the data active = inhibition mostly above about 23%, no sharp cut-off; inactive = mostly below about 18%;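 note: 0% = cells with DMSO and 100% = no-cell wells with DMSO; some compounds called inactive have numbers as strong as hits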
Target sequence (P47898 whole entry, looked up): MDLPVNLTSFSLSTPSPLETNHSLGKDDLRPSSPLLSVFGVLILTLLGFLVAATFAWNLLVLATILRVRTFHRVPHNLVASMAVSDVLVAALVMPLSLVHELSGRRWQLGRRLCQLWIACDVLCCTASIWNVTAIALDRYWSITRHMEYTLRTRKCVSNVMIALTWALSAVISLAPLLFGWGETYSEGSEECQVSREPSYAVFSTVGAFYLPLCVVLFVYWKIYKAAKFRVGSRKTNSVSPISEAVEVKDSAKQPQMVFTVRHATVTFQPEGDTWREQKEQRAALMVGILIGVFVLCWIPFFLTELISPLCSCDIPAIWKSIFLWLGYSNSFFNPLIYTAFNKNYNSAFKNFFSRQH
HTR5A ag – HTR5A agonists in luminescence cell assay, primary screen, counter-screen for OPRM1-OPRD1 heterodimer agonist project, full-deck HTS; cell-based; 5-hydroxytryptamine receptor 5A (Homo sapiens), P47898; 340,000 compounds, 0.61% hits; activation, % at 9.3 µM; in the data active = activation mostly above about 9.5%, no sharp cut-off; inactive = mostly below about 7.6%;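 note: 0% = cells with vehicle only and 100% = reference agonist; strong numbers were not always called active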
Tat export inh – E. coli Tat export inhibitors, primary screen, MC4100, TorA-mCherry reporter, fluorescence, single point; inhibition, % at 10 µM; 340,000 compounds, 0.036% hits; AID 488895, 2010;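 active = mean replicate inhibition at least 50% and at least half of replicates individually reaching 50%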;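 note: exported cargo escapes ClpAP degradation while cytoplasmic cargo is degraded and loses fluorescence; 0% = median of neutral control wells and 100% = median of NaSCN control wells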
AddAB inh – growth inhibition of E. coli expressing H. pylori AddAB, primary screen, AddAB inhibitor project, absorbance; 330,000 compounds, 0.29% hits; AID 435030, 2010; inhibition, % at 11.9 µM; in the data active = inhibition above about 12%;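 note: 0% = vehicle wells of infected cells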
Ecoli viability – E. coli V3065 growth inhibition, primary screen, counter-screen for AddAB inhibitor project, absorbance, OD600 | inhibition, % at 11.9 µM | 18 h | 330,000 compounds, 0.27% hits;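 active = inhibition above the campaign's mean inhibition across all tested compounds plus 3 SD, cut at about 9.9% in these data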;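 note: uninfected addAB+ strain grown without phage in ampicillin broth; 0% = DMSO wells and 100% = ciprofloxacin 0.95 µg/ml wells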
DAGLB inh – DAGLB lipase inhibitors, primary screen, biochemical, fluorescence, HTS; inhibition, % at 5.17 µM; 340,000 compounds, 0.059% hits; Diacylglycerol lipase-beta (Homo sapiens), Q8NCG7; HEK293T DAGLB membrane lysate, EnzChek fluorogenic substrate; in the data active = inhibition above about 34%;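 note: 0% = enzyme with vehicle and 100% = wells lacking enzyme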
phage Ecoli inh – growth loss of phage-infected E. coli, primary screen, RecBCD inhibitor project, absorbance, with phage, HTS; inhibition, % at 11.9 µM; 360,000 compounds, 0.26% hits; AID 651602, 2012; in the data active = inhibition above about 11%
Numbers without * were called inactive; . = not tested or not shown; & = joins results of further samples. An excerpt; rates above refer to the full screens.

1	CCC1=Nc2cc(C(=O)N3CCC4(CC3)OCCO4)ccc2Sc2ccccc21
2	CCOC(=O)c1ccc(NC(=O)N2C[C@@H]3C[C@@H](C2)c2cccc(=O)n2C3)cc1
3	Cc1cnc(-n2c(=S)[nH]c3ccccc3c2=O)s1
4	C=CCN1CC[C@]23c4c5ccc(O)c4O[C@H]2/C(=N/NC(=O)c2ccccc2)CC[C@@]3(O)[C@H]1C5
5	CC1(C)N2CC3([N+](=O)[O-])CN1CC([N+](=O)[O-])(C2)C3
6	CC1CCC2C(C)C(=O)OC3OC4(C)CCC1C32OO4 (centres undefined)
7	COc1ccc(N/N=C/c2c(O)n(-c3cccc(C)c3)c(=O)[nH]c2=O)cc1
8	C=CCN1C(=O)NC(=O)C(CCc2ccncc2)(CCc2ccncc2)C1=O

entry no.	1	2	3	4	5	6	7	8
CDK5 inh	1.1	0.8	0.0	-0.1	-0.1	0.7	-2.6	-7.9
PKA-R2B activ	1.6	4.7	-14.7	-4.5	6.8	-2.0	3.6	6.3
Mot1-301 SUMO	-6.6	-7.9	-8.9	4.8	-6.4	104.2	216.3	9.0
PKA-R1A activ	-8.3	12.2	-6.8	2.2	10.9	7.0	5.3	-1.6
HTR5A inv ag	1.1	6.3	9.4	-2.7	-11.9	-4.8	3.3	-3.9
HTR5A ag	-2.5	1.8	-2.6	-2.8	-5.0	1.3	0.1	1.5
Tat export inh	3.1	10.4	-7.5	-4.5	-3.9	-1.7	-1.6	-1.5
AddAB inh	3.4	0.5	0.4	-1.6	-0.1	0.8	5.2	0.3
Ecoli viability	-2.2	-1.7	-1.8	-0.8	1.4	1.4	1.9	-2.9
DAGLB inh	-0.2	-1.1	-0.5	1.6	-2.1	3.3	0.7	1.3
phage Ecoli inh	1.3	0.0	-0.5	4.1	0.4	2.6	2.3	4.6

9	CCN1CCN(C(=O)Cc2ccccc2OC)CC1
10	COc1ccc(S(=O)(=O)N2CCOCC2)cc1NC(=O)COC(=O)Cc1ccccc1
11	COc1ccc(CN2CCN(Cc3ccccc3)CC2)c(OC)c1
12	COC(=O)C1=C(c2ccc(S(C)(=O)=O)cc2)C[C@@H]2CC[C@H]1N2C(=O)NCc1ccc(F)cc1
13	Cc1c(C(=O)N2CCC3(CC2)OCCO3)sc2ncnc(N(C)c3ccccc3)c12
14	CC(C)C(=O)c1cn(Cc2ccc(C#N)cc2)c2ccccc12
15	Cc1ccc2c(c1)N(C(=O)CCC(=O)N1CCC3(CC1)OCCO3)CC(C)O2 (centres undefined)
16	COc1ccc(OC)c(/C=N/OC(=O)Nc2ccc(Cl)cc2)c1

entry no.	9	10	11	12	13	14	15	16
CDK5 inh	0.1	-0.8	2.6	0.7	-1.4	0.4	.	-2.4
PKA-R2B activ	-2.3	6.7	0.1	-18.6	-4.1	7.0	-0.9	2.6
Mot1-301 SUMO	-7.2	-3.4	12.1	13.5	-12.7	-15.5	-11.7	297.6
PKA-R1A activ	-9.7	-8.3	-5.5	10.2	-3.0	-3.4	-6.5	-19.2
HTR5A inv ag	-4.0	7.3	-47.2	2.3	-9.1	-8.5	4.8	24.3
HTR5A ag	1.4	-3.0	-2.4	-0.8	3.8	-4.3	-1.3	4.5
Tat export inh	0.0	-9.3	6.3	-2.2	-1.2	-14.5	3.6	-9.0
AddAB inh	-1.3	-2.0	1.6	3.5	7.2	0.3	2.2	3.3
Ecoli viability	0.2	-1.3	2.6	-2.0	-0.3	1.1	-1.3	1.4
DAGLB inh	1.4	-6.4	-0.5	1.1	-1.1	-6.2	0.1	-5.1
phage Ecoli inh	2.3	0.1	2.4	-2.0	1.3	3.1	4.9	3.1

5 of the compounds above, with values under each structure:
Every second line gives: CDK5 inh | PKA-R2B activ | Mot1-301 SUMO | PKA-R1A activ | HTR5A inv ag | HTR5A ag | Tat export inh | AddAB inh | Ecoli viability | DAGLB inh | phage Ecoli inh
11. COc1ccc(CN2CCN(Cc3ccccc3)CC2)c(OC)c1
→ 2.6 | 0.1 | 12.1 | -5.5 | -47.2 | -2.4 | 6.3 | 1.6 | 2.6 | -0.5 | 2.4
12. COC(=O)C1=C(c2ccc(S(C)(=O)=O)cc2)C[C@@H]2CC[C@H]1N2C(=O)NCc1ccc(F)cc1
→ 0.7 | -18.6 | 13.5 | 10.2 | 2.3 | -0.8 | -2.2 | 3.5 | -2.0 | 1.1 | -2.0
13. Cc1c(C(=O)N2CCC3(CC2)OCCO3)sc2ncnc(N(C)c3ccccc3)c12
→ -1.4 | -4.1 | -12.7 | -3.0 | -9.1 | 3.8 | -1.2 | 7.2 | -0.3 | -1.1 | 1.3
14. CC(C)C(=O)c1cn(Cc2ccc(C#N)cc2)c2ccccc12
→ 0.4 | 7.0 | -15.5 | -3.4 | -8.5 | -4.3 | -14.5 | 0.3 | 1.1 | -6.2 | 3.1
15. Cc1ccc2c(c1)N(C(=O)CCC(=O)N1CCC3(CC1)OCCO3)CC(C)O2 (centres undefined)
→ . | -0.9 | -11.7 | -6.5 | 4.8 | -1.3 | 3.6 | 2.2 | -1.3 | 0.1 | 4.9

The list goes on.
17	COC(=O)C1=C(c2ccc(S(C)(=O)=O)cc2)C[C@@H]2CC[C@H]1N2C(=O)N1CCC(C)CC1
18	CCC1(Cc2ccccc2)C(=O)NC(=S)N(C)C1=O (centres undefined)
19	CN1[C@@H]2CC[C@H]1CC(OC(=O)C1C=Nc3ccccc31)C2 (some centres undefined)
20	CCCN(CCC)C(=O)Cc1c(-c2ccc(Cl)cc2)nc2c(Cl)cc(Cl)cn12
21	C=CCN1C(=O)c2ccccc2Sc2ccc(C(=O)N3CCC4(CC3)OCCO4)cc21
22	CCN(CC)P(=O)(NC(=O)C(Cl)(Cl)Cl)N(CC)CC.[Cl-].[Cl-].[Cl-].[Nd+3]
23	COC(=O)C1=C(N)Oc2c(c(=O)oc3ccccc23)[C@]12C(=O)N(C)c1ccccc12
24	CC1=C(C(=O)O)N2C(=O)[C@@H](NC(=O)CCCC(=O)O)[C@H]2SC1

entry no.	17	18	19	20	21	22	23	24
CDK5 inh	1.6	0.5	1.4	-0.3	2.7	0.0&-2.3	-1.8	-0.4
PKA-R2B activ	2.0	-12.0	-4.4	16.0	4.5	1.7&-11.4	-0.9	-4.4
Mot1-301 SUMO	-13.8	.	2.3	-3.3	-26.0	.	22.6	-13.0
PKA-R1A activ	5.1	-1.1	-6.4	5.6	3.6	3.2&-1.9	-7.3	-3.2
HTR5A inv ag	-17.8	10.0	1.8	-2.4	8.1	5.2&-1.4	-8.2	-2.0
HTR5A ag	1.0	-2.6	-1.4	0.5	-6.0	-1.4&7.3	0.4	2.1
Tat export inh	-6.0	-3.8	-7.1	0.0	6.1	-6.6&-19.4	18.5	0.4
AddAB inh	1.9	.	-0.8	-0.8	0.7	1.8	1.1	1.0
Ecoli viability	0.6	.	-0.9	-0.3	-3.5	-1.2	-2.3	-3.3
DAGLB inh	3.3	-3.6	3.8	-0.2	-0.7	-0.4&0.4	-2.8	-1.0
phage Ecoli inh	0.7	0.5	3.6	3.8	.	2.4&-0.4	3.6	2.0

25	Cn1cccc1CN1CCN(C(=O)COc2ccccc2)CC1
26	CCOC(=O)C1C(=O)N(C)C2(C)CC1c1ccccc1O2 (centres undefined)
27	Cc1onc(-c2ccccc2)c1C(=O)N1CCC2(CC1)OCCO2
28	CCCNC(=O)N1[C@H]2CC[C@@H]1C(C(=O)OC)=C(c1ccc(S(C)(=O)=O)cc1)C2
29	O=c1oc2ccccc2c(O)c1[C@H]1c2ccc(O)cc2Oc2c1c(=O)oc1ccccc21
30	CC1CC(OC(=O)c2ccccc2)(c2ccccc2)C(C)CN1C (centres undefined)
31	C/C(=C\c1ccc(N(C)C)cc1)[N+](=O)[O-]
32	COc1ccc(NC(=O)N2C[C@@H]3C[C@@H](C2)c2cccc(=O)n2C3)cc1

entry no.	25	26	27	28	29	30	31	32
CDK5 inh	0.4	-0.2	1.0	-0.5	-1.5	1.7	-2.8	0.2
PKA-R2B activ	0.0	-1.6	-3.5	9.0	-2.1	1.3	-3.2	5.7
Mot1-301 SUMO	136.9	-8.2	-10.0	152.6	-38.6	150.1	73.6	-4.2
PKA-R1A activ	-9.2	-7.2	9.0	-2.2	-8.5	-5.3	0.3	4.3
HTR5A inv ag	-16.5	16.4	-12.2	-7.0	-8.6	5.2	25.3	-10.0
HTR5A ag	0.8	-6.1	3.8	-1.6	2.2	-2.2	-4.5	8.5
Tat export inh	-0.8	-4.6	-6.7	-1.2	5.8	-5.4	1.1	0.4
AddAB inh	0.3	-0.7	0.3	1.6	0.5	1.1	-0.5	2.4
Ecoli viability	0.9	0.5	-2.0	-2.6	1.9	-2.2	-2.0	-0.5
DAGLB inh	1.2	-0.3	-2.5	-3.2	7.3	-0.2	0.8	-1.3
phage Ecoli inh	-2.0	2.5	2.3	1.6	-1.1	2.9	1.2	2.0

33	CN(C)CCNC(=O)c1cccn(Cc2cc(C(F)(F)F)cc(C(F)(F)F)c2)c1=O
34	COc1ccc(OC)c(N2C(=O)NC(=O)C(CCc3ccncc3)(CCc3ccncc3)C2=O)c1
35	O=C(O)CCCOc1ccc(Cl)cc1Cl
36	COc1ccccc1N1C(=O)CC(=O)NC1=O
37	COc1cc2c(cc1OC)C(C(=O)NC(C)C)C1CCCCN1C2=O (centres undefined)
38	N/C(=N/[N+](=O)[O-])N1CCN(C(=O)c2ccc(Cl)cc2)CC1

entry no.	33	34	35	36	37	38
CDK5 inh	-0.6	0.0	0.8	-1.2	0.2	-0.7
PKA-R2B activ	-6.1	0.4	12.8	-3.7	-9.6	-3.7
Mot1-301 SUMO	335.1	11.9	.	-1.9	-5.9	8.1
PKA-R1A activ	-13.2	-6.5	3.2	-1.6	-10.3	-7.2
HTR5A inv ag	-6.5	-15.3	10.2	5.2	-31.4	2.2
HTR5A ag	2.3	-1.6	-3.0	-0.5	2.3	-0.8
Tat export inh	6.9	-7.5	-7.5	-1.8	-0.8	6.0
AddAB inh	2.5	2.5	.	2.3	-0.9	4.5
Ecoli viability	0.1	3.7	.	0.5	-1.1	0.7
DAGLB inh	-0.7	1.1	-0.6	0.5	-1.4	-0.2
phage Ecoli inh	7.8	2.3	3.6	2.1	0.2	3.6
